FN deposition inh: inhibitors of fibronectin matrix deposition, primary screen, AH1F cells, Alexa488-fibronectin fluorescence, plate reader. AH1F fibroblasts, overnight. inhibition, % at 12.6 µM. 350,000 tested, 0.086% active;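 active = mean inhibition across replicates of 30% or more, regardless of how many single replicates reach that level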;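 note: positive control wells lacked labelled fibronectin entirely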
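Material – AH1F fibroblast monolayer, labelled fibronectin deposition · Reagent – labelled fibronectin 24 nM · Timing – 1 h adhesion, overnight exposure · Measured by – fluorescence at 485 nm excitation, 525 nm emission · Read-out – inhibition of fibronectin deposition signal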
PglD DTNB: C. jejuni PglD acetyltransferase inhibitors, primary screen, biochemical, DTNB colorimetric, single point; UDP-N-acetylbacillosamine N-acetyltransferase PglD (Campylobacter jejuni); purified PglD enzyme, DTNB colorimetric CoA detection; inhibition, % at 12.5 µM; 360,000 tested, 0.098% active; AID 602405, 2012; in the data active = inhibition above about 16%, passing the limit was not always enough; note: strong numbers were not always called active
CFTR F508del cor: F508del CFTR correction, initial screen, CFBE line, single point | CFBE cells, YFP halide quenching; stimulated with forskolin plus potentiator P3; % fluorescence drop versus neutral controls | activity (quench increase), % at 7.58 µM | 350,000 tested, 0.36% active | AID 720511, 2013;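 active = mean added fluorescence quench of at least 8% versus neutral control, with both replicates also reaching 8%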;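 note: cells transiently co-express mutant CFTR-F508del with the halide-sensitive YFP; corrector assay measuring rescue of mutant channel to the surface after 24 h compound exposure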
GSIS activator: GLuc luminescence reporter in INS-1E cells, primary screen for activators of glucose-dependent secretion of insulin; INS-1E GLuc reporter insulin secretion, 2-3 h; AID 743287, 2014; activation, % at 16.6 µM; 370,000 tested, 0.61% active;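 active = lowest replicate activation of at least 40%, so every replicate reaches that level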;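 note: 0% = median of neutral control wells and 100% = median of IBMX positive control wells; some compounds called inactive have numbers as strong as hits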
Cneo AK release: Cryptococcus neoformans cell lysis inducers, primary screen, AK release luminescence, single concentration. C. neoformans lysis, adenylate kinase release luminescence, 4 h; normalised: neutral wells 0, clomiphene wells 100. lysis activity, % at 15 µM. 360,000 tested, 0.2% active. AID 651654, 2012;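 active = mean lysis activity across replicates of at least 80%, whatever share of replicates individually reach that level; inactive = mean lysis activity below 80%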
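Test system: log-phase Cryptococcus neoformans yeast cells. Input: 5 × 10^6 yeast cells/mL. Medium: fresh YPD growth medium. Doses: single dose. Incubation: static 4 h at 37 °C with compound, 1 h detection. Measured by: luminescent adenylate kinase detection reagent. Read-out: signal increase indicating cell lysis. Benchmarks: Clomiphene.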
Statin myotox sup: suppressors of statin myotoxicity in C2C12 myotubes, primary screen, cell-based, single point, plate reader. C2C12 myotubes + simvastatin, ATP luminescence, 48 h; scaled: DMSO 0, geranylgeraniol control 100. rescue of ATP level, % at 7.49 µM. 330,000 tested, 0.78% active. AID 602340, 2012;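 active = mean ATP rescue above about 67%, or every replicate alone reaching that limit, limit read from the data, passing the limit was not always enough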;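 note: myotubes were challenged with 10 µM simvastatin during compound exposure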
miR122 inh: miR-122 Renilla sensor signal increase in Huh7, primary screen, miR-122 inhibitor project, cell-based, single point, plate reader. Huh7 miR-122 Renilla luciferase sensor, 48 h; neutral wells = 0, positive control = 100. activation (reporter increase), % at 12.5 µM. 340,000 tested, 0.3% active;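 active = mean replicate activation score at least 90 and every replicate individually at or above 90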;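 note: higher luciferase means less miR-122 activity so hits act as miR-122 inhibitors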
PGC1a acetyl inh: inhibitors of PGC1a acetylation signal, primary screen, cell-based, U2OS, AlphaScreen, inhibitor mode; inhibition, % at 15.6 µM; AID 651687, 2012; 350,000 tested, 0.17% active; AlphaScreen anti-acetyl-lysine; with virally co-expressed GCN5 acetyltransferase;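 active = every replicate shows inhibition of at least 40%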;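 note: 0% = neutral control wells and 100% = positive control wells; some results beyond the cut were filed as inactive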
* marks the source's active call; other numbers are inactive results; · = no result given; [ ] = another dose, or the depositor's remark.

Every second line gives: FN deposition inh, PglD DTNB, CFTR F508del cor, GSIS activator, Cneo AK release, Statin myotox sup, miR122 inh, PGC1a acetyl inh
1: CN1[C@@H]2CCC[C@H]1CC(NC(=O)c1nn(C)c3ccccc13)C2 (stereo partly drawn)
    -1, 0, -1.0, ·, 1, 5, -12, -22
2: C[C@H](CO)N1C[C@H](C)[C@@H](CN(C)CC2CC2)Oc2ccc(NS(C)(=O)=O)cc2CC1=O
    ·, -5, 0.4, -6, -9, 17, -5[16.7 µM], 4
3: Cc1c(Cl)ccc(S(=O)(=O)NCCN2CCOCC2)c1Cl
    -4, -1, 0.0, 3, -1, 2, 17, ·
4: CCCNC(=O)N1[C@@H]2Cn3c(cccc3=O)[C@H]1[C@@H](C(=O)NCC(F)(F)F)[C@@H]2CO
    ·, 1, ·, 12, -1, 18, ·, ·
5: CO[C@H](C(=O)N(C)C[C@H]1OCc2ccccc2-c2c(n(C)c3ccccc23)C(=O)N([C@H](C)CO)C[C@H]1C)c1ccccc1
    1, 1, 4.0, -6, -4, 15, ·, -1
6: C[C@@H]1CN([C@@H](C)CO)C(=O)c2cccc(NC(=O)C3CCCCC3)c2O[C@@H]1CN(C)Cc1ccc(Oc2ccccc2)cc1
    ·, 2, -4.0, -16, 44, -25, 14[16.7 µM], 11
7: O=C(O)[C@H]1[C@H](CO)[C@H]2Cn3c(ccc(-c4ccccc4)c3=O)[C@H]2N1Cc1ccccc1F
    ·, -1, ·, 4, 0, 13, ·, ·
8: O=C(COc1ccc(Cl)cc1Cl)NCCSc1ccc(Cl)cc1
    ·, 9, ·, 9, -6, 7, 5, -8
9: COc1cccc(CNC(=O)C[C@@H]2CC[C@H]3[C@H](COc4ccc(NS(=O)(=O)c5ccccc5F)cc4C(=O)N3C)O2)c1
    -7, -3, -0.4, -21, 6, -52, -37[16.7 µM], -3
10: COc1ccc2nc(-c3ccccc3)cc(C(=O)N3CCC3)c2c1
    ·, -4, 1.7, 8, 1, 31, 2, 2
11: COCC#Cc1cnc2c(c1)C(=O)N([C@@H](C)CO)C[C@@H](C)[C@@H](CN(C)C)O2
    8, 0, 1.2, 18, -1, -4, -3[16.7 µM], -6
12: C[C@@H]1CN([C@@H](C)CO)C(=O)c2cccc(NC(=O)C3CCOCC3)c2O[C@H]1CN(C)S(=O)(=O)c1cccs1
    5, 0, -0.1, -2, 3, -15, -2[16.7 µM], 4
13: COC(=O)C1=CN(c2ccc(OC)cc2)C=C(C(=O)OC)C1c1cccc(F)c1
    -7, 5, -0.9, 6, 0, -5, -1, 5
14: COc1cc2c(c(OC)c1OC)-c1ccc(OC)c(=O)cc1C(N)CC2 (stereo not drawn)
    -36, ·, 0.9, -10, ·, ·, 24, 3
15: COc1ccc2c(c1OC)C(=O)N1c3ccccc3SC21 (stereo not drawn)
    ·, -9, ·, 115*, -1, -10, 6, -2
16: CO[C@@H]1CN(C)C(=O)c2cc(NC(C)=O)ccc2OC[C@@H](C)N(CCc2ccccc2)C[C@@H]1C
    -2, 9, -0.7, 10, -4, -5, -1[16.7 µM], 6
17: CCC(C)(C)NC(=O)C(c1ccc(C)cc1)N(Cc1cccs1)C(=O)c1ccc2c(c1)OCCO2 (stereo not drawn)
    ·, 1, ·, ·, 1, -20, 8, -6
18: Cc1noc(C)c1CSc1nnc2scc(-c3ccc(Cl)cc3)n12
    ·, -7, ·, ·, -1, 8, 0, -8
19: Nc1nc(Nc2cccc(Cl)c2)nc(NCCO)c1[N+](=O)[O-]
    -2, 0, -1.3, 25, -1, ·, -2, -18
20: CCCC(=O)Nc1ccc2c(c1)C(=O)N(C)C[C@@H](OC)[C@H](C)CN(Cc1cncnc1)[C@@H](C)CO2
    7, -3, 0.9, 9, -8, 11, ·, 11
21: O=C(Oc1cccnc1)c1ccc([N+](=O)[O-])cc1Cl
    6, 11, ·, 7, -2, ·, ·, ·
22: C[C@H](NC(=O)C[C@H]1CC[C@H]2[C@@H](COC[C@H](O)CN2C(=O)Nc2cccc(F)c2)O1)c1ccccc1
    -2, 3, 1.0, 5, -8, -12, -6[16.7 µM], 0
23: CCCC[C@@H]1C=C(C(=O)O)[C@H](c2ccc(C#N)cc2)N1S(=O)(=O)c1ccc(C)cc1
    1, 0, 0.2, -4, 15, 1, 1, -10
24: CCCNC(=O)C[C@H]1CC[C@H]2[C@@H](COc3ccc(NC(=O)c4cc(C)on4)cc3C(=O)N2C)O1
    -4, 4, 0.6, 1, 2, -12, -3[16.7 µM], 3
25: CN(C)C(=O)C[C@H]1C[C@@H]2c3cc(NC(=O)CC4CC4)ccc3O[C@@H]2[C@@H](CO)O1
    ·, 5, 0.6, 3, -1, 9, -1[16.7 µM], -7
26: O=C(O)C1(c2ccccc2)CCN(S(=O)(=O)c2ccc(Br)cc2)CC1
    -3, -4, -1.2, 5, 2, -10, -4, -10
27: Cn1c(Cn2c(=O)sc3ccccc32)nnc1SCC(=O)Nc1ccccc1
    -9, 5, -3.5, 1, -4, 4, ·, ·
28: COCC(=O)N1CCC(Oc2ccc(C(=O)NCc3cc(C)no3)cc2)CC1
    4, 0, -2.9, 3, -1, -2, -4, -5
29: CCCN(CC(=O)Nc1ccc(F)c(F)c1F)C(=O)CCc1nc2ccccc2c(=O)[nH]1
    6, 2, -1.1, 26, -4, -12, ·, -5
30: C=CCSc1n[nH]c(-c2ccc(OCCCC)cc2)n1
    ·, ·, -4.8, -6, ·, -59, 15, -9

Whole records as entered above.
`CCCNC(=O)C[C@H]1CC[C@H]2[C@@H](COc3ccc(NC(=O)c4cc(C)on4)cc3C(=O)N2C)O1` as listed: FN deposition inh = -4; PglD DTNB = 4; CFTR F508del cor = 0.6; GSIS activator = 1; Cneo AK release = 2; Statin myotox sup = -12; miR122 inh = -3[16.7 µM]; PGC1a acetyl inh = 3
`CCCN(CC(=O)Nc1ccc(F)c(F)c1F)C(=O)CCc1nc2ccccc2c(=O)[nH]1` as listed: FN deposition inh = 6; PglD DTNB = 2; CFTR F508del cor = -1.1; GSIS activator = 26; Cneo AK release = -4; Statin myotox sup = -12; miR122 inh = ·; PGC1a acetyl inh = -5

(listing goes on)
Every second line gives: FN deposition inh, PglD DTNB, CFTR F508del cor, GSIS activator, Cneo AK release, Statin myotox sup, miR122 inh, PGC1a acetyl inh
31: COc1ccc(OC)c(NC(=O)C2COc3ccccc3O2)c1 (stereo not drawn)
    ·, 0, ·, ·, 2, ·, -1, -5
32: NC(=O)CC[C@H](NC(=O)c1ccc(F)cc1)C(=O)OCC(=O)NCc1ccc2c(c1)OCO2
    -1, 4, 0.5, 1, -1, -5, -6, ·
33: Cc1nn(-c2ccccc2)c(C)c1C(=O)NCCc1ccccc1
    4, 4, 1.9, 6, -3, 1, -7, 4
34: O=C(c1cccnc1)N1CC(=O)N2[C@H](CO)[C@@H](c3ccc(-c4ccccc4F)cc3)[C@@H]2C1
    -1, ·, 0.5, 4, ·, ·, ·, -2
35: C[C@@H]1CCCCO[C@@H](CN(C)S(=O)(=O)c2cccs2)[C@@H](C)CN([C@@H](C)CO)C(=O)c2cc(N(C)C)ccc2O1
    ·, 3, 0.8, 0, 0, -36, 6[16.7 µM], -2
36: COc1ccc(NC(=O)N(C)C[C@@H]2Oc3ccc(NC(=O)Nc4ccccc4)cc3C(=O)N([C@H](C)CO)C[C@H]2C)cc1
    ·, -2, -1.0, 13, -1, 6, 3[16.7 µM], 6
37: CS(=O)(=O)N(CC(=O)NCc1ccc2c(c1)OCO2)c1cccc(Cl)c1
    -5, 2, 2.0, -16, -2, 1, -3, 1
38: C[C@H]1CN([C@@H](C)CO)C(=O)Cc2cc(NC(=O)C3CC3)ccc2O[C@H]1CN(C)C(=O)Nc1ccccc1
    ·, -7, -0.4, 7, -1, 0, -3[16.7 µM], -4
39: O=C(O)CCN1c2cccc3cccc(c23)S1(=O)=O
    6, -7, -1.0, 14, 3, -2, ·, ·
40: O=C(CN(Cc1ccc(Cl)cc1)S(=O)(=O)c1ccccc1)NCC1CCCO1 (stereo not drawn)
    -3, -1, -0.6, 9, 2, 0, 8, -2
41: COc1ccccc1-c1cnc2c(c1)C(=O)N([C@@H](C)CO)C[C@H](C)[C@@H](CN(C)Cc1ccccc1)O2
    -13, 1, 0.3, 5, -2, 3, -4[16.7 µM], -7
42: CC(=O)NCc1ccc(S(=O)(=O)N2CCN(S(=O)(=O)c3ccc4ccccc4c3)CC2)cc1
    ·, -3, -7.2, 7, 0, -113, 0, -4
43: O=C(NCc1ccc2c(c1)OCO2)C1CC(c2cccc(Br)c2)=NO1 (stereo not drawn)
    -1, 1, ·, ·, 1, 1, -2, 1
44: C[C@@H]1CN([C@H](C)CO)S(=O)(=O)c2ccc(C#CCC3CCCC3)cc2O[C@H]1CN(C)C(=O)c1cnccn1
    20, 7, 4.5, -7, 51, -42, 14[16.7 µM], 4
45: COc1cc(NC(=O)c2c(F)cccc2F)nc(OC)n1
    ·, ·, 0.8, 5, ·, ·, -3, 6
46: CCCCCC(N)=O
    ·, -2, 0.2, 7, -2, -7, 0, 8
47: C[C@@H]1CCCCO[C@@H](CN(C)Cc2ccc(C(=O)O)cc2)[C@@H](C)CN([C@H](C)CO)C(=O)c2cc(NS(=O)(=O)c3cn(C)cn3)ccc2O1
    ·, -4, -2.2, 14, 53, ·, 2[16.7 µM], 0
48: CCNS(=O)(=O)c1ccc(CCC(=O)N2CCN(c3ccc(OC)cc3)CC2)cc1
    4, 6, 1.0, 3, -2, 14, -5, 3
49: Cc1ccc(OCc2nnc(SCC(=O)c3ccccc3)n2-c2ccccc2)cc1
    3, -7, ·, ·, -5, ·, 4, ·
50: CN(CC(=O)Nc1ccc(F)c(F)c1F)C(=O)C1CCC1
    -2, -4, 4.3, 10, -3, -2, ·, ·
51: COc1ccc(CCNC(=O)CN(C)S(=O)(=O)c2cccc3nsnc23)cc1OC
    -12, 6, ·, ·, 1, 0, -16, -20
52: COc1ccc(S(=O)(=O)N(C)C[C@@H]2Oc3c(NC(=O)Nc4c(C)noc4C)cccc3C(=O)N([C@H](C)CO)C[C@@H]2C)cc1
    -2, ·, -1.4, -6, ·, ·, 5[16.7 µM], -1
53: CC1=CC(C)(C)Nc2ccc(OC(=O)c3cccnc3)cc21
    ·, -1, ·, 13, ·, 10, 1, -10
54: C#CCOCCOCCOCCNc1nc(N2CCOCC2)nc(N2CCN(C(=O)CCCCCCCCCCNC(=O)Cn3cc(CCCCCN)nn3)CC2)n1
    2, -6, 5.3, -10, 0, 3, 0, 13
55: CC(=O)Nc1ccc(N(C(=O)c2ccco2)C(C(=O)NC2CCCC2)c2cccs2)cc1 (stereo not drawn)
    -5, 3, -1.9, 5, 2, 5, -8, 7

High-throughput results: PubChem, Broad Institute
